D3 ag: activates the human D3 dopamine receptor; P35462; max activation, %; D3R DiscoveRx beta-arrestin cells, luminescence, 90 min; 410,000 compounds, 0.58% hits; in the data active = max activation above about 30%; also: 0% is about no effect; mostly tested at two doses, the higher about 12 µM
Target sequence (P35462 whole entry, looked up): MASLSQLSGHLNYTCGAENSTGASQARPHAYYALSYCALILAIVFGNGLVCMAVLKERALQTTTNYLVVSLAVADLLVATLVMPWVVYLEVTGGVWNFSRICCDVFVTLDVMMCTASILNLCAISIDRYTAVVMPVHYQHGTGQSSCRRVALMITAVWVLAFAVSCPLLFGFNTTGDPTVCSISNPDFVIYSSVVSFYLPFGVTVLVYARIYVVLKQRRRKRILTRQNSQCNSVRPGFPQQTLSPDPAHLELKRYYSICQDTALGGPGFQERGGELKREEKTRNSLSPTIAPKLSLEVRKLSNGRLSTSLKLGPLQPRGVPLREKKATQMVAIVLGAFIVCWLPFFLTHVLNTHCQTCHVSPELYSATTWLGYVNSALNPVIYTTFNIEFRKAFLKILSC
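Agonist-mode cell screen: cells plated at 1500/well and incubated overnight at 37 °C, then exposed to library compounds for 90 min at 37 °C. Detection reagent was added for 30–60 min at room temperature, and luminescence was read.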
DRD3 antagonist: blocks the human D3 dopamine receptor; P35462; D3R cells, DiscoveRx beta-arrestin luminescence, antagonist mode; active compounds read low; max response, negative = inhibition, %; 360,000 compounds, 2.5% hits; AID 652054; in the data active = max response below about -50%; inconclusive = no clear call, values can overlap the other calls; also: % is scaled to controls: 0 for no effect and ±100 for the full control effect; mostly tested at two doses, the higher about 12 µM
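Cells plated overnight at 1500 cells/well, then exposed to library compounds with dopamine controls for 90 minutes at 37 degrees C. DiscoveRx reagent added for 30–60 minutes at room temperature; luminescence read, quantitative HTS format.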
TDP43 rescue: inhibitors of TDP-43 toxicity in yeast; AID 652104; TDP-43 expressing yeast growth rescue, BacTiter-Glo, 24 h; 410,000 compounds, 1.8% hits; Potency, µM (doses to about 46.1 µM), for the others: at the top dose growth rescue (activation), usual class: activators; also: potency is read from the fitted curve at half-maximal effect; % of control where 0% means no effect; nearly all actives have a fitted effect of over 50% in size
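Cell-based yeast growth screen: TDP-43 expression induced in galactose, inoculum OD600=0.02 after raffinose pregrowth to mid-log. Read-out BacTiter-Glo luminescence at 24 hr, 30 deg C; inhibition of toxicity seen as signal increase.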
GLP1R cytotox: cytotoxicity counter-screen for GLP-1 receptor inverse agonists; AID 624418; 410,000 compounds, 0.13% hits; Potency, µM (doses to about 38.3 µM), without a hit: top-dose activity change, negative = inhibition, most hits filed as inhibitors; HEK293 cAMP-luciferase reporter cells, luminescence, 24 h;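 also: loss of luciferase light is scored as toxicity; potency is read from the fitted curve at half-maximal effect; % is scaled to controls: 0 for no effect and ±100 for the full control effect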
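Compound-treated cells are incubated 24 hr at 37 deg C under 5% CO2 after a 12 hour attachment period, then luciferase detection reagent is added and luminescence is measured following 12 min at room temperature; lowered signal indicates toxicity.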
KB-V1 cytotox: KB-V1 MDR subline cytotoxicity. KB-V1 MDR cells viability, CellTiter-Glo, 72 h. Potency, µM (doses to about 46.1 µM), for inactives: at the highest dose activity change, negative = cytotoxicity, hits mostly cytotoxic. 400,000 compounds, 3.4% hits. AID 1347076; also: potency is read from the fitted curve at half-maximal effect; % is scaled to controls: 0 for no effect and ±100 for the full control effect; nearly all actives have a fitted effect of over 60% in size
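Cells of the MDR subline KB-V1 are plated, dosed with compound at multiple concentrations, and incubated 72 h at 37 degrees C; CellTiter-Glo is then added and luminescence read after 10 min.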
PTHR1 ag: agonists of human PTHR1 parathyroid hormone receptor; HEK293 GP2 PTHR1 cells, GloSensor cAMP luminescence, 1 h; Potency, µM (doses to about 115 µM), without a hit: at the top dose activation, usual class: activators; 410,000 compounds, 0.075% hits; AID 743266; also: potency is read from the fitted curve at half-maximal effect; nearly all actives have a fitted effect of over 55% in size; some results filed as inactive show a strong effect at the top dose; inactives centre near -15; many of its hits are not listed in these tables
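HEK-293-derived GP2 cells expressing PTHR1 and a GloSensor cAMP reporter, 3,000/well, plated overnight, given luciferin plus IBMX (each 0.5 mM as added) for 1 h at 37 °C, then compound for 1 h at 37 °C. Luminescence was read after 15 min at room temperature.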
GLP-1R agonist: agonists of human GLP-1 receptor | HEK293 GLP-1R CRE-luciferase, luminescence, 4-6 h; cells express a hypersensitive GLP-1R form | Potency, µM (series often up to 45.6 µM), for inactives: top-dose activation, hits mostly activators | 380,000 compounds, 0.007% hits; also: potency is read from the fitted curve at half-maximal effect; % of control where 0% means no effect
Target sequence (P43220 whole entry, looked up): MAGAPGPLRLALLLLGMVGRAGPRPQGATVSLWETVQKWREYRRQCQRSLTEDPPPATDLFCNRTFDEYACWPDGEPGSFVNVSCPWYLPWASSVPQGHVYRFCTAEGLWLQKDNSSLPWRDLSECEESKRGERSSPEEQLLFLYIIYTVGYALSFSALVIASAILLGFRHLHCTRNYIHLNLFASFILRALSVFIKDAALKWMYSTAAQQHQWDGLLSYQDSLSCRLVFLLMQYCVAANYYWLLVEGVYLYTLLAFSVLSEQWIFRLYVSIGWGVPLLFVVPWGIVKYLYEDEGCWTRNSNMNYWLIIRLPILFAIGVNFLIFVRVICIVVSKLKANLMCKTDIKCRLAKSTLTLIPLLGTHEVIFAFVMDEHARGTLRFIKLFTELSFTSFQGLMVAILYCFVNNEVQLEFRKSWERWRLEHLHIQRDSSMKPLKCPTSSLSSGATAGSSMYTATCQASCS
GLP-1R inv ag: inverse agonists of human GLP-1 receptor | P43220 | HEK293 GLP-1R CRE-luciferase, luminescence, 24 h; GLP-1R form is constitutively active | Potency, µM (highest dose often 38.3 µM), without a hit: at the top dose activity change, negative = inhibition, most hits filed as inhibitors | 410,000 compounds, 1.6% hits | AID 624417; also: potency is read from the fitted curve at half-maximal effect; % is scaled to controls: 0 for no effect and ±100 for the full control effect; nearly all actives have a fitted effect of over 55% in size
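Inverse agonism was detected as reduced cAMP-driven luciferase luminescence after 24 h compound treatment. The cells were HEK293 clones expressing constitutively active human GLP-1R with the reporter. Reporter-only and GPR119 cell lines served as counterscreen controls.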
aSyn yeast inh: alpha-synuclein toxicity inhibition in yeast; 370,000 compounds, 0.14% hits; Potency, µM (doses to about 46.1 µM), inactives show at the highest dose growth rescue (activation), hits mostly activators; Yeast expressing alpha-synuclein, growth rescue, BacTiter-Glo, 24 h; also: potency is read from the fitted curve at half-maximal effect; % of control where 0% means no effect; nearly all actives have a fitted effect of over 65% in size
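Screening used galactose-induced yeast with toxic alpha-synuclein levels, exposed to compound for 24 hr at 30 deg C. Cell growth, read with BacTiter-Glo luminescence, gave the measured signal.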
The depositor's hits bear a star; i = inactive; ? = inconclusive; . = no result given; [ ] = remark or other dose. Unless noted, calls follow the shape of the dose curve; as a rule, active = well fitted curve in the direction sought with a large enough effect; inconclusive = small, poorly fitted or top-dose-only effect, or another doubt; inactive = no such curve, though single readings can be large; an effect the other way counts as inactive or inconclusive. This is a subset; count on the stated rates, not on these rows.

Below each SMILES – D3 ag	DRD3 antagonist	TDP43 rescue	GLP1R cytotox	KB-V1 cytotox	PTHR1 ag	GLP-1R agonist	GLP-1R inv ag	aSyn yeast inh
> CSc1ncccc1C(=O)OCC(=O)N1CCCC1
  12	-11	-2%	4%	-10%	?	-1%	10%	-4%
> CC1CCN(S(=O)(=O)c2ccc(NC(=O)C3CC(=O)N(c4ccccc4)C3)cc2)CC1 (stereo not drawn)
  -3	2	2%	-15%	?	i	5%	?	3%
> Cc1ccc(CNC(=O)C2CC3Cn4c(nc5cc(C)c(C)cc54)C3N2C)o1 (stereo not drawn)
  1	37	17%	2%	7%	i	3%	20%	3%
> COC(=O)c1cnc(N2CCN(c3ccccc3F)CC2)c2ccccc12
  6	.	7%	6%	?	-4%	.	6%	.
> O=C(N/N=C/c1ccc2c(c1)OCO2)c1sc2cc(Cl)ccc2c1Cl
  2	6	9%	-18%	?	i	-6%	18%	-4%
> COc1ccc(Cl)cc1NC(=O)CN(c1cc(C)cc(C)c1)S(=O)(=O)c1c(C)n[nH]c1C
  -3	.	?	-14%	?	-31%[inhibitor]	-7%	?	.
> O=C(CNC(=O)c1ccc(-c2ccccc2)cc1)OCc1ccc(Cl)cc1
  9	-15	5%	15%	5%	i	-5%	-8%	1%
> CCCCCn1c(CN2CCN(C(=O)OCC)CC2)nc2c1c(=O)[nH]c(=O)n2C
  16	12	-23%	-10%	-1%	13%[57.5 µM]	-3%	-1%	1%
> CCOc1cc(/C=C/c2cc(C(=O)O)c3ccccc3n2)ccc1OC
  -1	-10	6%	11%	?	-20%	1%	24%	-2%
> Cc1onc(-c2ccccc2)c1C(=O)Nc1ccc(N2CCOCC2)cc1
  2	18	16%	10%	-1%	i	-4%	-6%	0%
> CCOc1ccc(N2C(=O)/C(=C/c3ccccc3OCC(=O)OC)N(CC(=O)OC)C2=S)cc1
  -12	-21	-14%	-11%	-1%	-10%	6%	-13%	-1%
> CCOC1=C2CN(S(=O)(=O)c3ccc(C)cc3)[C@H](c3cccc4ccccc34)C[C@H]2[C@H]2C(=O)N(c3ccccc3)C(=O)[C@H]2C1
  2	32	19%	0%	4%	-24%	7%	17%	14µM*
> COc1ccccc1NC(=O)CN1CCN(CC(=O)Nc2ccccc2Cl)CC1
  -1	2	-12%	-8%	8%	i	10%	5%	-10%
> CC1(C)SC2c3ccccc3C(=O)N2[C@@H]1C(=O)NCc1ccco1 (stereo partly drawn)
  6	0	13%	-3%	3%	i	-3%	8%	8%
> Cc1ccc(CCNC(=O)C23CN(Cc4ccccc4)CC2C(c2ccc([N+](=O)[O-])cc2)=NO3)cc1 (stereo not drawn)
  5	-22	-24%	24%	-14%	-11%	-1%	-1%	1%
> Nc1ccccc1Sc1ccc(C(F)(F)F)cc1[N+](=O)[O-]
  8	8	11µM*	5%	2%	-8%	18%	?	-8%
> O=C(CN1C(=O)S/C(=C/c2ccncc2)C1=O)N1CCOCC1
  -5	-5	-14%	23%[1.53 µM]	-2%	-3%	-10%	37%[activator]	-1%
> COc1cc(C)c(S(=O)(=O)Nc2cccc(-c3ccc(N4CCCC4)nn3)c2)cc1C
  1	.	4%	0%	-4%	i	.	6%	.
> CCn1cc(S(=O)(=O)N2CCN(c3ccc(Cl)cc3)CC2)cn1
  -2	-5	?	-5%	?	-43%[inhibitor]	1%	-7%	2%
> CCN1CCN(c2ncc3c(n2)CCN(Cc2cc(Br)cs2)C3)CC1
  1	.	19%[9.22 µM]	12%	-11%	-28%	.	4.5µM*	.
> COc1ccc(NC(=O)Cn2ncn3nc(-c4ccc(OC)cc4)cc3c2=O)cc1
  13	0	9%	1%	-3%	i	1%	17%	1%
> COC(=O)CSc1nc(N2CCOCC2)c2c(c1C#N)CC(C)(C)N(C)C2
  3	-53*	-5%	7%	-5%	-4%[57.5 µM]	20%	51%[activator]	-1%
> CC(C)(C)OC(=O)N1CCc2onc(-c3ccccc3[N+](=O)[O-])c2C1=O
  8	12	12%	1%	-3%	-15%	.	-5%	1%
> O=C(N/N=C/c1sc2ccccc2c1O)c1ccccc1
  -22	0	-46%	-8%	?	-2%	-11%	?	?
> CSc1nnc(-c2nnc(SC)n2-c2ccccc2)n1-c1ccccc1
  -9	-28	0%	-21%	-23%	i	1%	-13%	1%
> COc1cccc(NC(=O)CCN2C(=O)c3ccc([N+](=O)[O-])cc3C2=O)c1
  -13	?	0%	19%	0%	-4%	-2%	34%[activator]	-1%
> CCN(CC)S(=O)(=O)c1ccc(C)c(NC(=O)COC(=O)[C@@H]2CCCN2C(=O)c2cccs2)c1
  -2	13	10%	-3%	4%	i	5%	-12%	0%
> CC(CCc1ccco1)NC(=O)Cn1nc(Cc2ccncc2)c2ccccc2c1=O (stereo not drawn)
  2	-8	-1%	0%	0%	-5%	2%	-7%	-6%
> CC(C)CCNC(=O)CN(Cc1ccccc1Cl)C(=O)CCC(=O)Nc1ccccn1
  -2	-5	-17%	-5%	-11%	-33%[inhibitor]	4%	-20%	-5%
> O=C(Cc1cn(Cc2cccc(Cl)c2)c2ccccc12)N1CCCC1
  0	-10	?	1%	?	-34%	15%	?	1%
> O=C(NCc1cccs1)c1nn(-c2ccccc2Cl)nc1CO
  -7	.	22%	-26%	.	-5%	.	7%	.
> COc1cccc(-c2cc(C(=O)NCCCn3ccnc3)no2)c1
  -13	-25	-2%	-12%	-20%	-10%	4%	0%	-2%
> CCOC(=O)c1cccc(NC(=O)CSc2cc(=O)n(C)c3ccccc23)c1
  -1	.	17%	5%	-18%	-17%	.	16%	.
> COCCN(C(=O)/C=C/c1ccccc1)c1c(N)n(Cc2ccccc2)c(=O)[nH]c1=O
  2	-9	6%	-3%	-15%	i	3%	-15%	-6%
> COc1cc(OC)cc(C(=O)N[C@H](C(=O)OCC(=O)N2CCc3ccccc32)C(C)C)c1
  3	12	-4%[0.397 µM]	-1%	-3%	i	20%	-7%	9%
> O=C(NCc1ccc(Cl)cc1Cl)C(=O)N1CCCCC1
  -4	-26	10%	2%	-16%	2%	-6%	1%	-3%
> COc1cccc(-c2cnc3c(NC=O)cc(-c4ccc(OC)cc4OC)cn23)c1
  -16	?	22µM*	-37%	?	-20%	?	0.79µM*	-7%
> COc1cc(C2C(C#N)=C(N)Oc3n[nH]c(-c4cccnc4)c32)ccc1OCC(N)=O (stereo not drawn)
  -4	-12	-3%	2%	0%	i	0%	10%	-10%
> O=C(NNC(=O)c1cccnc1Cl)c1ccc(F)cc1
  -7	16	-19%	-3%	0%	i	-6%	9%	0%
> O=C(COC(=O)c1ccc(O)cc1)Nc1cccc(S(=O)(=O)NC2=NCCC2)c1
  4	-3	9%	-2%	0%	i	3%	-14%	-8%[1.84 µM]
> COc1cc2c(=O)n(Cc3ccccc3)c(=O)n(CC(=O)C(C)(C)C)c2cc1OC
  3	-3	-11%	-2%	-2%	i	-1%	28%	0%
> Cc1cc(C)c2c(c1)c1nnc(SCCN3CCCCC3)nc1n2C
  -4	?	-25%	-7%	-16%	i	19%	?	-5%
> O=C(O)[C@H]1CCCC[C@H]1C(=O)NCCc1ccccc1
  16	-7	-7%	-7%	26%	0%[57.5 µM]	-11%	5%	-2%
> Cn1c(=O)c2c(nc(N3CCN(Cc4ccccc4)CC3)n2CCCc2ccccc2)n(C)c1=O
  -6	-9	-14%	?	?	i	7%	?	-1%
> S=C(Nc1cccnc1)NC1CCCC1
  -1	-24	2%	-2%	6%	-7%	-12%	0%	-3%

Grouped by structure, the entries above containing a COOH group.
Below each SMILES – D3 ag	DRD3 antagonist	TDP43 rescue	GLP1R cytotox	KB-V1 cytotox	PTHR1 ag	GLP-1R agonist	GLP-1R inv ag	aSyn yeast inh
> CCOc1cc(/C=C/c2cc(C(=O)O)c3ccccc3n2)ccc1OC
  -1	-10	6%	11%	?	-20%	1%	24%	-2%
> O=C(O)[C@H]1CCCC[C@H]1C(=O)NCCc1ccccc1
  16	-7	-7%	-7%	26%	0%[57.5 µM]	-11%	5%	-2%

Continuation.
Below each SMILES – D3 ag	DRD3 antagonist	TDP43 rescue	GLP1R cytotox	KB-V1 cytotox	PTHR1 ag	GLP-1R agonist	GLP-1R inv ag	aSyn yeast inh
> OC(COC(c1ccc(F)cc1)c1ccc(F)cc1)CN1CCc2ccccc2C1 (stereo not drawn)
  -6	-18	20%	-8%	16µM*	i	-1%	?	1%
> CCc1nc(SCC(=O)c2ccc3c(c2)OCCO3)c2ccccc2n1
  8	26	18µM*	-18%	?	-23%	2%	?	0%
> CCCc1c(O)nc(SC2CC(=O)N(c3ccc(C)c(Cl)c3)C2=O)[nH]c1=O (stereo not drawn)
  -1	-21	2%	0%	2%	-7%	-5%	-3%	-3%
> CCOC(=O)N1CCN(C(=O)CSc2nnc(C3COc4ccccc4O3)o2)CC1 (stereo not drawn)
  6	2	27%	5%	13%	i	-5%	-11%	0%
> O=C(Nc1ccnn1C1CCN(Cc2ccc(CO)o2)CC1)c1ccccc1
  -3	-1	-15%	-5%	?	i	2%	10%	-3%
> CC(=O)NS(=O)(=O)c1ccc(NC(=S)NC(=O)C2CCC2)cc1
  -1	-5	-17%	0%	0%	-7%	0%	23%	-1%
> Cc1ccc(S(=O)(=O)NC(=NCC(=O)O)c2ccccc2)cc1
  -7	-24	-16%	-5%	0%	-3%[57.5 µM]	1%	-15%	-10%
> Cc1cccc(Nc2ncc3c(n2)CC(C)CC3=O)c1 (stereo not drawn)
  -6	8	6%	-9%	-23%	i	4%	46%[activator]	-5%
> O=S(=O)(Nc1ccc(Cl)cc1)c1ccc(N2CCOCC2)c(NC(=S)NCCN2CCOCC2)c1
  1	-25	-18%	1%	-4%	i	5%	-12%	-8%
> COc1ccc(NC(=O)C2CCCN2S(=O)(=O)c2ccc3c(c2)CCC(=O)N3)c(OC)c1 (stereo not drawn)
  -11	-17	-7%	1%	1%	-32%[inhibitor]	15%	28%	1%

Screening data as filed in PubChem BioAssay.
